Source: PubChem
FEN1 inh: inhibitors of human flap endonuclease 1 | P39748 | Recombinant FEN1 flap cleavage, fluorescence, 15 min | Potency, µM (top dose mostly 114 µM), without a hit: top-dose activity change, negative = inhibition, hits mostly inhibitors | 390,000 tested, 0.35% active; active = well fitted inhibition curve with a large enough effect; inconclusive = small, poorly fitted or top-dose-only effect; inactive = no such curve, though single readings can be large or run the other way; also: nearly all actives have a fitted effect of over 65% in size
Target sequence (P39748 whole entry, looked up): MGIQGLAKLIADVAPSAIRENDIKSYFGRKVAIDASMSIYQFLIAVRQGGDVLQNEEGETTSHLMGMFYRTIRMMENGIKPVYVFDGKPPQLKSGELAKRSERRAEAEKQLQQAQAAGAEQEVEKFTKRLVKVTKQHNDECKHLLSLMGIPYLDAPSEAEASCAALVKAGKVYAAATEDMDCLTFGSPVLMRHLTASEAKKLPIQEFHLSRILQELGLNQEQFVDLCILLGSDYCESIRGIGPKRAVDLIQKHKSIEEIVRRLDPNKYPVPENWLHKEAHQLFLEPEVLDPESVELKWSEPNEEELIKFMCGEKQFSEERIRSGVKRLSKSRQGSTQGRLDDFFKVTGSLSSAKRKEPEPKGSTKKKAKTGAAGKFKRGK
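Steps: FEN1 (10 nM) dispensed; compound added by pin tool; 15 min at room temperature; substrate added to 50 nM final; reads at 0 min and 15 min; data normalized and fitted (four-parameter Hill).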
Starred values were filed as active, the others as inactive; & = joins results of further samples. % is scaled to controls: 0 for no effect and ±100 for the full control effect; potency is read from the fitted curve at half-maximal effect. A portion of the library. The share of hits here may be higher or lower than overall.

Results for Cn1c(=O)c2c(nc(N3CCOCC3)n2CCNC2=NCCC2)n(C)c1=O ?
FEN1 inh: -3%

How did Nc1ccc2ccc(O)cc2c1 do in these assays?
FEN1 inh: inconclusive

How did COC(=O)c1ccc(C(=O)OC)c(NC(=O)CSc2nc(-c3ccco3)cc(C(F)(F)F)n2)c1 do in these assays?
FEN1 inh: 5%

Results for COc1ccccc1NS(=O)(=O)c1ccc(C(=O)NCC(c2ccccc2OC)N2CCCC2)cc1 (stereo not drawn) ?
FEN1 inh: -2%

What do the screens show for `COc1cccc(CNS(=O)(=O)c2ccccc2Br)c1OC`?
FEN1 inh: 4%

Results for O=C(CC(=O)c1ccccc1)Nc1ccccc1 ?
FEN1 inh: 0%

How did O=C(CCCCC(=O)OCC1CCCO1)OCC1CCCO1 (stereo not drawn) do in these assays?
FEN1 inh: 13%

What do the screens show for `O=C(CCOc1ccccc1)NO`?
FEN1 inh: -2%

What do the screens show for `O=S(=O)(c1cccs1)N1CCN(c2ccccc2Cl)CC1`?
FEN1 inh: -19%

How did Cc1ccc(-c2nnc(Nc3ccc(O)cc3)c3ccccc23)cc1S(=O)(=O)NC(C)(C)CO do in these assays?
FEN1 inh: -18%

Results for Nc1ccc2c(=O)[nH][nH]c(=O)c2c1 ?
FEN1 inh: -5%

Results for O=C(Cc1ccc(NC(=O)C2CCCN(C(=O)CCc3ccccc3)C2)cc1)Nc1cccc(C(=O)N2CCCCC2)c1 (stereo not drawn) ?
FEN1 inh: 10%

How did COc1ccccc1NC(=O)C1=C(C)Nc2nc(-c3cccnc3)nn2C1c1ccccn1 (stereo not drawn) do in these assays?
FEN1 inh: 0%

How did Cc1cc(C)c2c(C)ccnc2c1 do in these assays?
FEN1 inh: 13%

How did COc1ccc(CC(=O)NO)cc1OC do in these assays?
FEN1 inh: 18%

Overlap with the part before: 4 compounds, then new ones.
Results for O=C(Cc1ccc(NC(=O)C2CCCN(C(=O)CCc3ccccc3)C2)cc1)Nc1cccc(C(=O)N2CCCCC2)c1 (stereo not drawn) ?
FEN1 inh: 10%

How did COc1ccccc1NC(=O)C1=C(C)Nc2nc(-c3cccnc3)nn2C1c1ccccn1 (stereo not drawn) do in these assays?
FEN1 inh: 0%

How did Cc1cc(C)c2c(C)ccnc2c1 do in these assays?
FEN1 inh: 13%

How did COc1ccc(CC(=O)NO)cc1OC do in these assays?
FEN1 inh: 18%

How did COc1ccc(Cl)cc1NC(=O)CN(c1cccc(C)c1C)S(=O)(=O)c1ccccc1 do in these assays?
FEN1 inh: 0%

Results for O=C(NC1CCN(Cc2ccccc2)CC1)c1cccc(NS(=O)(=O)c2ccc(Br)cc2)c1 ?
FEN1 inh: -13%

Results for CC(C)NCCCOc1ccc(C(C)(C)c2ccccc2)cc1 ?
FEN1 inh: -4%

What do the screens show for `CCOC(=O)c1c(-c2ccc(OC)cc2)oc2ccc(OCc3ccc(C(=O)OC)cc3)cc12`?
FEN1 inh: -11%

What do the screens show for `CC(C)(C)n1ncc2c(=O)n(Cc3c(F)ccc(F)c3Cl)cnc21`?
FEN1 inh: -7%

What do the screens show for `O=C(COC(=O)c1ccccc1)Nc1ncc([N+](=O)[O-])s1`?
FEN1 inh: 45µM*

How did Nc1cc(=O)[nH]c2ncnn12 do in these assays?
FEN1 inh: -2%

How did Oc1c(Br)cc(Br)cc1/C=N/c1nc2c(s1)CCCC2 do in these assays?
FEN1 inh: -18%

How did Cc1nc(Cl)sc1C(=O)Nc1cccc(C(F)(F)F)c1 do in these assays?
FEN1 inh: 15%

What do the screens show for `COc1ccc(-c2cccc3c2C2CC3CCN2C(=O)OCc2ccccc2)cc1` (stereo not drawn)?
FEN1 inh: 4%

What do the screens show for `O=C(NNC(=O)c1ccc2ccccc2c1)c1ccc(Cl)c(Cl)c1`?
FEN1 inh: -6%

How did O=C(NCCc1ccccc1)[C@@H]1CC=C[C@@H]2CCN(Cc3ccccc3)C(=O)[C@@H]21 do in these assays?
FEN1 inh: -9%&-9%

What do the screens show for `CS(=O)(=O)N(CC(=O)NCCSc1ccccc1)c1cc(C(F)(F)F)ccc1Cl`?
FEN1 inh: -21%

Results for COc1cc2c(NC3CCN(C)CC3)nc(N3CCN(C)CC3)nc2cc1OCCCN(C)C ?
FEN1 inh: inconclusive

Results for CCN(CC)c1ncnc2c1nnn2C ?
FEN1 inh: -10%

Results for CCN(CC(=O)Nc1ccccc1OC)C(=O)CSCC(=O)Nc1cccc(C)c1 ?
FEN1 inh: 9%

What do the screens show for `Cc1ccccc1OCCCCn1c(-c2ccc(Cl)cc2)nc2ccccc2c1=O`?
FEN1 inh: 16%

Results for N#CCc1ccc(OC(=O)c2cccnc2Cl)cc1 ?
FEN1 inh: 4%

How did CCCC/C=C1/CCC(CN(C)C)C1=O (stereo not drawn) do in these assays?
FEN1 inh: -2%

How did CC(=NNC(=O)c1ccncc1)c1ccc(Cl)cc1Cl do in these assays?
FEN1 inh: 16%

Results for CN(C)C(=O)c1ccc(N=Nc2c(O)c3ccccc3[nH]c2=O)cc1 ?
FEN1 inh: -24%

How did CCCCOc1ccc(C(=O)NN2CCOCC2)cc1 do in these assays?
FEN1 inh: 35%

What do the screens show for `O=C(O)C1=C(C2CCCCC2)C(=O)c2ccccc21`?
FEN1 inh: 1%

How did CN(C(=O)c1cccc(NC(=O)Cc2ccc(NC(=O)C3CCN(C(=O)C4CCCCC4)CC3)cc2)c1)C1CCCCC1 do in these assays?
FEN1 inh: 1%

Results for COc1c([N+](=O)[O-])ccc(N)c1N ?
FEN1 inh: 14%

How did O=[N+]([O-])c1ccc(NN=Cc2ccc(O)cc2)nc1 do in these assays?
FEN1 inh: -13%

Results for COc1ccccc1NC(=O)c1c(NC(=O)COc2ccccc2)sc2c1CCCCC2 ?
FEN1 inh: 19%

Results for Cc1ccc(NC(=O)c2ncn(CCCNCC(C)c3ccccc3)n2)cc1C (stereo not drawn) ?
FEN1 inh: -13%

How did CN1C(C)(C)CC(NC(=O)CCC(=O)NC2CC(C)(C)N(C)C(C)(C)C2)CC1(C)C do in these assays?
FEN1 inh: 3%

Results for CC(=O)Nc1c(Cl)cc2c(c1Cl)Cc1cc(C#N)ccc1-2 ?
FEN1 inh: inconclusive

How did Cc1ccc(CN(Cc2cc3cc4c(cc3[nH]c2=O)OCCO4)Cc2nnnn2Cc2ccco2)cc1 do in these assays?
FEN1 inh: -15%

How did CC(Sc1ccc(S(=O)(=O)N2CCN(C)CC2)cn1)C(=O)Nc1cccc(Cl)c1Cl (stereo not drawn) do in these assays?
FEN1 inh: -23%

Results for COC(=O)Nc1ccc2ccc3c(NC(=O)OC)ccc4ccc1c2c43 ?
FEN1 inh: 4%

How did Cc1cc(C)cc(-n2ncc3c2CCCC3NC(=O)CCCn2cncn2)c1 (stereo not drawn) do in these assays?
FEN1 inh: 3%

How did O=C(Nc1ccc(C(=O)N2CCCCC2)cc1)c1ccccc1 do in these assays?
FEN1 inh: -3%

Results for Cc1ccc2nc(-c3ccc(NC(=O)C(F)(F)F)cc3)sc2c1 ?
FEN1 inh: -3%

How did O=C(NCCNCc1ccccc1)c1ccco1 do in these assays?
FEN1 inh: -21%

What do the screens show for `CN(C)c1ccc(/C=C/c2ccnc3c(Cl)ccc(Cl)c23)cc1`?
FEN1 inh: 2%

How did Oc1c(CN2CCOCC2)cc(CN2CCOCC2)c(O)c1CN1CCOCC1 do in these assays?
FEN1 inh: 3%

How did COc1ccc(C=CC(=O)c2ccc(OC)c(OC)c2O)cc1OC do in these assays?
FEN1 inh: inconclusive

How did COc1cc(CNC(=O)c2cnccn2)cc(OC)c1 do in these assays?
FEN1 inh: 19%

Results for Cc1c(NS(=O)(=O)c2cc([N+](=O)[O-])ccc2Cl)c(=O)n(-c2ccccc2)n1C ?
FEN1 inh: -9%

Results for O=C(O)c1ccc(NC(C(=O)c2ccccc2)c2ccccc2)cc1 (stereo not drawn) ?
FEN1 inh: 8%

Results for CCCCCCC[n+]1ccc(/C=C/c2c[nH]c3ccccc23)cc1 ?
FEN1 inh: -11%

Results for Cc1cc2nccc(/C=C/c3ccc(N(C)C)cc3)c2cc1C ?
FEN1 inh: -5%

Continued (2 carried over from the part before).
Results for CCCCCCC[n+]1ccc(/C=C/c2c[nH]c3ccccc23)cc1 ?
FEN1 inh: -11%

Results for Cc1cc2nccc(/C=C/c3ccc(N(C)C)cc3)c2cc1C ?
FEN1 inh: -5%

Results for CN(Cc1ccccc1)C(=O)c1cccc(NC(=O)Cc2ccc(NC(=O)C3CCN(C(=O)C4CCCCC4)CC3)cc2)c1 ?
FEN1 inh: -3%

How did C#CCOCCOCCOCCNc1nc(N2CCN(C(=O)Cn3cc(CCCN=C(N)N)nn3)CC2)nc(N2CCN(C(=O)Cn3cc(CC(C)O)nn3)CC2)n1 (stereo not drawn) do in these assays?
FEN1 inh: 5%

How did O=C(C[n+]1cccc(Cl)c1)c1ccc(F)cc1 do in these assays?
FEN1 inh: 1%

Results for CC(C)C[C@H]1CNC(=S)N1CC1CCCN1C[C@H](Cc1ccccc1)N1C[C@H](Cc2ccc(O)cc2)N(CC2CCCCCC2)C1=S (stereo partly drawn) ?
FEN1 inh: 5%

How did O=C(NC1CCN(Cc2ccccc2)CC1)c1cc(S(=O)(=O)N2CCOCC2)ccc1Cl do in these assays?
FEN1 inh: -16%

Results for CC(C)c1cc(N=O)cc(C(C)C)c1O ?
FEN1 inh: -3%

How did NC1=CC(=O)C(=O)c2ccccc21 do in these assays?
FEN1 inh: -23%

How did COCCCn1c(=N)c(C(=O)NCc2cccnc2)cc2c(=O)n3cccc(C)c3nc21 do in these assays?
FEN1 inh: -15%

How did CCOc1ccc(NC(=O)CN(C)C(=O)c2cc([N+](=O)[O-])ccc2Sc2ccccc2)cc1OCC do in these assays?
FEN1 inh: -8%

How did C1=C(c2cc3ccccc3cn2)CCCC1 do in these assays?
FEN1 inh: -13%

How did O=c1[nH]c(=S)[nH]c2nc(-c3ccccc3)cnc12 do in these assays?
FEN1 inh: -9%

What do the screens show for `C/C(=N\O)C(C)/[N+]([O-])=C/c1nc(C)c(C)n1O` (stereo not drawn)?
FEN1 inh: -13%

How did Cn1c(N)cc(=O)[nH]c1=S do in these assays?
FEN1 inh: 3%

How did CCCc1cc(CN2CCOCC2)c(O)c(CN2CCOCC2)c1O do in these assays?
FEN1 inh: 1%

What do the screens show for `CN(C)c1ccc(/C=C/c2nccc3ccccc23)cc1`?
FEN1 inh: inconclusive

Results for CC(CC(=O)c1ccc(F)cc1)N1CCN(c2ccccc2)CC1 (stereo not drawn) ?
FEN1 inh: 0%

What do the screens show for `COc1ccc(NC(=O)c2cnc3ccccn3c2=O)c(OC)c1`?
FEN1 inh: -8%

How did COc1ccc(CN(C)C(=O)Cn2cc(C)c(=O)[nH]c2=O)cc1OC do in these assays?
FEN1 inh: -2%

How did Cc1ccc(N(CC(O)Cn2c3ccccc3c3ccccc32)S(=O)(=O)c2ccc(F)cc2)cc1 (stereo not drawn) do in these assays?
FEN1 inh: inconclusive

How did CC(C)C(=O)NC(c1ccc(N(C)C)cc1)c1ccc2cccnc2c1O (stereo not drawn) do in these assays?
FEN1 inh: -7%

Results for CCN(Cc1cccc(S(=O)(=O)O)c1)c1ccc(C(=C2C=CC(=[N+](CC)Cc3cccc(S(=O)(=O)O)c3)C=C2)c2ccc(O)cc2S(=O)(=O)O)cc1 ?
FEN1 inh: 13µM*

Results for O=C(C=Cc1ccccc1)c1cc(Br)ccc1O ?
FEN1 inh: 2%

Results for CN(C)c1nc(=NCc2cccs2)ss1 ?
FEN1 inh: -5%

What do the screens show for `CC(=O)N1CCC(C(=O)N2CCN(S(=O)(=O)c3ccc(Cl)s3)CC2)CC1`?
FEN1 inh: -1%

Results for CC1CCCN(Cc2c(O)ccc3c(=O)c(Oc4ccc(C(C)(C)C)cc4)c(C(F)(F)F)oc23)C1 (stereo not drawn) ?
FEN1 inh: 15%

Results for COc1cccc(-c2ccc3c(N)c(C(=O)Nc4cc(C(F)(F)F)ccc4OC)sc3n2)c1 ?
FEN1 inh: 1%

Results for CCCN(CC)c1ncnc2[nH]ncc12 ?
FEN1 inh: 3%

How did S=C(NCCSCc1ccc(Cl)c(Cl)c1)Nc1ccccc1 do in these assays?
FEN1 inh: -14%

How did O=c1[nH]cnc(O)c1Nc1cccc(Cl)c1 do in these assays?
FEN1 inh: 1%

What do the screens show for `COc1ccc(NC(=O)CN(c2cccc(C)c2C)S(=O)(=O)c2ccccc2)cc1OC`?
FEN1 inh: -26%

3 compounds picked at random from those above:
How did Cc1ccc(N(CC(O)Cn2c3ccccc3c3ccccc32)S(=O)(=O)c2ccc(F)cc2)cc1 (stereo not drawn) do in these assays?
FEN1 inh: inconclusive

How did CC(C)C(=O)NC(c1ccc(N(C)C)cc1)c1ccc2cccnc2c1O (stereo not drawn) do in these assays?
FEN1 inh: -7%

How did S=C(NCCSCc1ccc(Cl)c(Cl)c1)Nc1ccccc1 do in these assays?
FEN1 inh: -14%

(list continues)
How did CCOC(=O)C1=C(C)NC2=C(C(=O)C(C(=O)OCC)C(c3ccco3)C2)C1c1ccccc1C (stereo not drawn) do in these assays?
FEN1 inh: -6%

How did O=C1NC(=S)SC1=Cc1ccccc1Cl do in these assays?
FEN1 inh: -9%

How did CC1=C(C(=O)Nc2cccnc2)C(c2ccccc2)n2nc(-c3ccc(O)cc3)nc2N1 (stereo not drawn) do in these assays?
FEN1 inh: -26%

What do the screens show for `N#Cc1c(-c2ccc(Cl)cc2)c(-c2ccc(Cl)cc2)nn(CCO)c1=O`?
FEN1 inh: 4%

How did COc1ccccc1NOC(=O)CCOc1ccccc1 do in these assays?
FEN1 inh: 4%

What do the screens show for `Cc1ccc(C2(C)NC(=O)N(CC(=O)N3CCN(S(=O)(=O)c4ccccc4[N+](=O)[O-])CC3)C2=O)cc1` (stereo not drawn)?
FEN1 inh: -5%

Results for ClCC1=Nc2ccccc2Cc2ccccc21 ?
FEN1 inh: -11%
